TrxR1 substrate: qHTS Assay for Substrates of Mammalian Selenoprotein Thioredoxin Reductase 1 (TrxR1): qHTS; Thioredoxin reductase 1, cytoplasmic (Rattus norvegicus), O89049; purified TrxR1 substrate turnover, NADPH consumption readout; Potency, µM (doses to about 114 µM), without a hit: at the top dose activity change, negative = substrate turnover; 390,000 tested, 0.01% active; note: potency is the fitted concentration of half-maximal effect; % is set by controls: 0 for no effect and ±100 for the full control effect; nearly all actives have a fitted effect of over 50% in size
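Rat TrxR1, dispensed at 90 nM, was prereduced with 400 uM NADPH (final) for 5 min at ~22 deg C, then incubated with compound 15 min before 400 uM selenite. A first-read NADPH fluorescence drop versus no-compound background flagged substrates.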
IDH1 R132H inh: qHTS for Inhibitors of mutant isocitrate dehydrogenase 1 (IDH1): qHTS. Isocitrate dehydrogenase [NADP] cytoplasmic (Homo sapiens), O75874. IDH1-R132H enzyme, NADPH consumption, diaphorase/resazurin fluorescence. Potency, µM (top dose mostly 76.6 µM), without a hit: top-dose activity change, negative = inhibition, usual class: inhibitors. 390,000 tested, 0.093% active; note: potency is the fitted concentration of half-maximal effect; % is set by controls: 0 for no effect and ±100 for the full control effect; nearly all actives have a fitted effect of over 65% in size
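IDH1-R132H (0.5 ug/mL dispensed) in pH 7.5 Tris buffer was preincubated 30 min with compound, then given a substrate mix of 0.016 mM NADPH and 2 mM alpha-KG for 80 min at room temperature; remaining NADPH was read by diaphorase/resazurin fluorescence.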
D2 agonist: HTS Assay for Allosteric Agonists of the Human D2 Dopamine Receptor: Primary Screen for Agonists; activation, % at 2 µM; HEK293 T-REx D2 cells, calcium flux agonist mode; D(2) dopamine receptor (Homo sapiens), P14416; AID 485358, 2010; 340,000 tested, 0.53% active;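 active = activation over 3 SD above normal in the single-dose calcium agonist read, cut at about 30% in these data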; note: 0% is about no effect
Target sequence (P14416 whole entry, looked up): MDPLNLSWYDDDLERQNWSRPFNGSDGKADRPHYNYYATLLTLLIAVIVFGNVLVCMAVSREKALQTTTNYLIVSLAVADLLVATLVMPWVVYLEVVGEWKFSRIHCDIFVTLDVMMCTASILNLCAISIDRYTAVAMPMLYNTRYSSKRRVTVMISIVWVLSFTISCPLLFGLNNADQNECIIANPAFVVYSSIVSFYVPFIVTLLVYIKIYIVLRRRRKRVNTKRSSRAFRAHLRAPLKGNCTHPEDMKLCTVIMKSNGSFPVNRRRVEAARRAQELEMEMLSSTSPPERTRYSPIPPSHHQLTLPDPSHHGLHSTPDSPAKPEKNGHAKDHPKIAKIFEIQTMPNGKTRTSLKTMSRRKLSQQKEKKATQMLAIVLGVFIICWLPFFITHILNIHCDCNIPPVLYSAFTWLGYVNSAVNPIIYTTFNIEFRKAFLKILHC
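Calcium-flux readout, 1 cycle/sec over 180 s following compound pin transfer, in inducible HEK293 Trex D2 cells (force-coupled); dopamine controls included. Positive calcium responses during this window marked compounds as potential agonists.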
TRHR ag: qHTS for Small Molecule Agonists and Allosteric Enhancers of Human TRH Receptor: Primary Screen for Agonists; Thyrotropin-releasing hormone receptor (Homo sapiens), P34981; TRHR cells, calcium flux fluo-8, FDSS agonist mode; activation, % at 2 µM; 360,000 tested, 0.18% active; AID 493084, 2011; in the data active = activation above about 30%; note: 0% is about no effect
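TRHR-expressing cells, plated overnight in medium with 10% serum, were loaded with fluo-8 calcium dye at room temperature. After a 10 s baseline, library compound was pin-added and calcium release was recorded kinetically (ex 480/em 530) as agonist response.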
TrxR1 inh: qHTS Assay for Inhibitors of Mammalian Selenoprotein Thioredoxin Reductase 1 (TrxR1): qHTS | AID 588453, 2011 | 390,000 tested, 1% active | recombinant rTrxR1, NADPH fluorescence consumption, selenite substrate | Potency, µM (top dose mostly 114 µM), without a hit: at the highest dose activity change, negative = inhibition, usual class: inhibitors; note: potency is the fitted concentration of half-maximal effect; % is set by controls: 0 for no effect and ±100 for the full control effect; nearly all actives have a fitted effect of over 65% in size
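Rat TrxR1 (90 nM in the dispensed reagent) was pre-reduced with 400 uM NADPH for 5 min at room temperature, then incubated with compound for 15 min. After 400 uM selenite was added, NADPH fluorescence (Ex 340/Em 450 nm) was followed for 8 min.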
USP1-UAF1 inh: Inhibitors of USP1/UAF1: Primary Screen. Ubiquitin carboxyl-terminal hydrolase 1 (Homo sapiens), O94782. recombinant USP1/UAF1, Ub-Rhodamine cleavage fluorescence. Potency, µM (top dose mostly 57.1 µM), without a hit: at the top dose activity change, negative = inhibition, most hits filed as inhibitors. 390,000 tested, 0.23% active; note: potency is the fitted concentration of half-maximal effect; % is set by controls: 0 for no effect and ±100 for the full control effect; nearly all actives have a fitted effect of over 60% in size; inactives centre near -12
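High-throughput fluorogenic screen: 1nM USP1/UAF1 complex, Ub-Rho substrate 150nM final, 50mM HEPES pH 7.8 with 0.5mM EDTA, 0.1 mg/ml BSA, 1mM TCEP and 0.01% Tween-20.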
TRHR PAM: qHTS for Small Molecule Agonists and Allosteric Enhancers of Human TRH Receptor: Primary Screen for Enhancers. Thyrotropin-releasing hormone receptor (Homo sapiens), P34981. TRHR cells, fluo-8 calcium fluorescence, EC20 TRH enhancement. enhancement, % at 2 µM. 360,000 tested, 0.66% active. AID 493056, 2011; in the data active = enhancement above about 30%; note: 0% is about no effect
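TRHR-expressing cells loaded with fluo-8 calcium dye were read kinetically (ex 480/em 530) during compound addition, then stimulated with an EC20 of TRH (10 nM final). Enhancement of the Gq-mediated intracellular calcium response was scored.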
D2 antag: HTS Assay for Allosteric Antagonists of the Human D2 Dopamine Receptor: Primary Screen for Antagonists. D(2) dopamine receptor (Homo sapiens), P14416. HEK293 TREx D2 cells, calcium flux, dopamine EC80. inhibition, % at 10 µM. 340,000 tested, 2% active. AID 485344, 2010; in the data active = inhibition above about 30%; note: 0% is about no effect
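Read-out: kinetic calcium fluorescence (1 cycle/s) in inducible HEK293 T-REx D2 cells after an EC80 dopamine addition that followed 180 s compound preincubation. Loss of the dopamine response indicates antagonism.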
PI4K2A block: qHTS for small molecular inhibitors of PI4K2A; Phosphatidylinositol 4-kinase type 2-alpha (Homo sapiens), Q9BTU6; purified PI4K2A, ADP-Glo luminescence, 1 h; hits give low values; activity change, negative = inhibition, % at 76.9 µM; 420,000 tested, 0.13% active; in the data active = activity change below about -50%; inconclusive = mostly about -30% to -49%;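 note: -100% = wells without enzyme as full effect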
Target sequence (Q9BTU6 whole entry, looked up): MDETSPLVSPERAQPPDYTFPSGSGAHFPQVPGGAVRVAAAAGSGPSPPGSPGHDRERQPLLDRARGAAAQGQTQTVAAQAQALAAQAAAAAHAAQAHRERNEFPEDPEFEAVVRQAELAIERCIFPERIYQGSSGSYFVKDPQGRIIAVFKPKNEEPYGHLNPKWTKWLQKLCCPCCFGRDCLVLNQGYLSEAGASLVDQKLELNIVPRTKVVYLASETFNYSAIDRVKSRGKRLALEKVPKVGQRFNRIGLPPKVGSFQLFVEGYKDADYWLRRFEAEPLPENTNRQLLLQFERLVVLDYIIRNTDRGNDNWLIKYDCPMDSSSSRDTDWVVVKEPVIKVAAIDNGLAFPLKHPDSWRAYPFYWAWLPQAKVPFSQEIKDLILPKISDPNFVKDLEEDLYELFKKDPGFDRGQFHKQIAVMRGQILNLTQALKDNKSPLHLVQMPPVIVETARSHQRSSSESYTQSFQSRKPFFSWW
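Compounds are screened against recombinant PI4K2A using PI as substrate and ATP, the latter dispensed at 300 microM. Reactions run one hour at ambient temperature before ADP-Glo detection; full inhibition defined by wells lacking enzyme.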
Numbers without * were called inactive; ? = inconclusive; nt = not tested or not shown; [ ] = dose if it differs, or a comment. Unless noted, calls come from the whole dose curve; as a rule, active = well fitted inhibition curve with a large enough effect; inconclusive = small, poorly fitted or top-dose-only effect; inactive = no such curve, though single readings can be large or run the other way.

SMILES	TrxR1 substrate	IDH1 R132H inh	D2 agonist	TRHR ag	TrxR1 inh	USP1-UAF1 inh	TRHR PAM	D2 antag	PI4K2A block
CC(=O)Nc1ccc(S(=O)(=O)N2CCN=C2SCc2ccccc2C)cc1	-14%	0%	nt	0.5	-10%	-4%	-2	nt	1
COC(=O)c1ccc(Cl)cc1NC(=O)NCc1c(-n2cccc2)sc2c1CCCC2	3%	-14%	-1.2	-1.1	13%	12%	0	nt	-1
COc1ccc(CC(=O)Nc2cc(S(=O)(=O)N3CCCCC3)ccc2C)cc1	-2%	4%	0.4	-0.2	8%	-19%	-13	31*	1
CSCCC(NS(=O)(=O)c1ccc(C)cc1)C(=O)N1CCCC1 (configuration not stated)	0%	1%	-1.5	-0.9	9%	?	8	-9	-3
CC12CCC(C(=O)NCc3cccnc3)(OC1=O)C2(C)C (configuration not stated)	-6%	1%	-0.3	0.5	-3%	-3%	0	2	1
CC(C)COC(=O)CNc1n[nH]c(=S)[nH]c1=O	5%	0%	0.9	1.6	6%	-6%	-4	-1	0
O=C(Nc1cccc(C(=O)N2CCOCC2)c1)c1ccccc1Br	-4%	2%	0.1	0.1	2%	-1%	16	-19	-3
CC(=O)C1=C(C)NC(=O)NC1c1ccccc1 (configuration not stated)	-2%	2%	-0.6	0.8	-7%	-21%	0	3	2
Cc1nc2nc(NCc3ccccc3Cl)[nH]n2c(=O)c1Cc1ccccc1	2%	0%	-1.0	-0.3	25%	?	-6	nt	-1
O=C1CN(C(=O)CSc2nc3ccccc3c(=O)n2CCCN2CCOCC2)c2ccccc2N1	0%	9%	0.8	0.6	9%	-6%	-11	13	-8
COc1ccc(C2c3cc(OC)c(OC)cc3CCN2C2CC(=O)N(c3ccccc3)C2=O)cc1OC (configuration not stated)	5%	1%	-0.2	0.3	7%	-4%	23	-16	-1
N#CCc1nn2c(-c3ccccc3)ccnc2c1C#N	134%[activator]	0%	-1.4	-1.7	-5%	-9%	23	-18	-1
O=C(COC(=O)c1c[nH]c(=O)[nH]c1=O)Nc1ccccc1Br	-5%	-8%	0.9	0.6	2%	-21%	-7	-12	-1
CCC(Cc1ccccc1)NC(=O)c1cccc(Nc2nc3ccccc3nc2-n2nc(C)cc2C)c1 (configuration not stated)	12%	-8%	0.2	0.6	-4%	-17%	6	nt	-3
COc1ccc(N2CCN(C(=O)c3cn(CC(C)C)c(=O)c4c3c3ccccc3n4C)CC2)cc1	-4%	-5%	6.3	10	-3%	-22%	-5	nt	-1
O=C(Nc1ccc(Br)cc1)C1CCCN1S(=O)(=O)c1cccs1 (configuration not stated)	-12%	5%	-0.6	0.0	26%[57.1 µM]	-9%	3	12	-4
O=C(CSc1nc(C(F)(F)F)cc(=O)[nH]1)N1CCCC1	-1%	3%	0.1	0.1	12%	-8%	7	-5	1
COc1ccc(Cn2ccc3nc(C)c(C(=O)NCc4ccc(C)cc4)cc3c2=O)cc1	6%[57.1 µM]	-17%	-0.3	-0.4	15%[57.1 µM]	-27%	7	nt	0
Cc1cc([N+](=O)[O-])nn1CC(=O)N1CCCc2ccccc21	5%	-5%	-2.6	-0.1	19%	-13%	3	-2	-1
CC(C)Sc1nc2ccccc2n1CC(=O)O	6%[57.1 µM]	-1%	-0.8	-1.7	7%[57.1 µM]	-1%	-2	-6	2
CCOc1ccc2nc(N3CCCC(C(=O)Nc4cc(C)ccc4C)C3)sc2c1 (configuration not stated)	-8%	?	0.0	-0.1	-7%	-7%	-4	nt	2
O=C(NCC(c1cccnc1)N1CCOCC1)c1cccs1 (configuration not stated)	7%[57.1 µM]	-1%	0.6	0.6	-20%[57.1 µM]	5%	5	34*	-3
Cn1c(SC/C=C/c2ccccc2)nnc1-c1ccco1	-1%	7%	-1.4	-2.2	?	-26%	-8	8	-18
Cn1cnc2c1c(=O)n(Cc1cccc(F)c1)c(=O)n2C	7%	3%	1.1	0.1	20%	-19%	-2	3	0
O=C(Cc1cccs1)Nc1cccc(-c2nnc(-c3ccco3)o2)c1	7%[57.1 µM]	0%	nt	0.4	-4%[57.1 µM]	-15%	-7	nt	1

Continued (five carried over from the part before).
SMILES	TrxR1 substrate	IDH1 R132H inh	D2 agonist	TRHR ag	TrxR1 inh	USP1-UAF1 inh	TRHR PAM	D2 antag	PI4K2A block
CCOc1ccc2nc(N3CCCC(C(=O)Nc4cc(C)ccc4C)C3)sc2c1 (configuration not stated)	-8%	?	0.0	-0.1	-7%	-7%	-4	nt	2
O=C(NCC(c1cccnc1)N1CCOCC1)c1cccs1 (configuration not stated)	7%[57.1 µM]	-1%	0.6	0.6	-20%[57.1 µM]	5%	5	34*	-3
Cn1c(SC/C=C/c2ccccc2)nnc1-c1ccco1	-1%	7%	-1.4	-2.2	?	-26%	-8	8	-18
Cn1cnc2c1c(=O)n(Cc1cccc(F)c1)c(=O)n2C	7%	3%	1.1	0.1	20%	-19%	-2	3	0
O=C(Cc1cccs1)Nc1cccc(-c2nnc(-c3ccco3)o2)c1	7%[57.1 µM]	0%	nt	0.4	-4%[57.1 µM]	-15%	-7	nt	1
COC(=O)C1(C(F)(F)F)N=C(C(F)(F)F)Nc2ccc(Cl)cc21 (configuration not stated)	-2%	7%	nt	-1.6	-1%	-18%	-1	nt	-1
CSc1ncc(CN2CCCCC2C(=O)Nc2ccc(Oc3ccccc3)nc2)cn1 (configuration not stated)	3%[57.1 µM]	0%	-1.2	-0.5	9%	-16%	5	-5	3
Cc1nc(SCC(=O)NCCc2ccc(Cl)cc2)nc(C)c1C	3%	14%	-0.4	-0.4	10%	2%	3	1	-2
CC(C(=O)NC1CCCC1)N(Cc1ccco1)C(=O)c1snc(C(=O)NC2CCCC2)c1N (configuration not stated)	27%	-2%	-0.9	-0.5	-28%	-16%	15	-4	0
c1ccc(-c2cccc(-c3ccccc3)n2)cc1	7%	18%	-2.2	-0.8	19%	-25%	3	15	-4
Cc1cccc(N2CCN(C(=O)c3ccc(CNc4c(N5CCC(C)CC5)c(=O)c4=O)cc3)CC2C)c1 (configuration not stated)	-4%	1%	-0.2	1.4	3%	-7%	4	7	-2
Cn1c(=O)c2c(ncn2CC(=O)OCC(=O)Nc2ccc(Cl)cc2Cl)n(C)c1=O	0%	0%	-1.4	-0.2	13%	-15%	6	-12	-3
Cn1c(SCC(=O)NC2CCCCCC2)nnc1-c1cccs1	-2%	0%	2.0	-0.3	-8%	-1%	0	-12	-1
CCOC(=O)CSc1n[nH]c(NC(=O)CC)n1	6%[57.1 µM]	-3%	0.2	-1.7	10%[57.1 µM]	7%	3	12	6
COC(=O)c1ccccc1NC(=O)c1cc(-c2ccc(C)cc2)on1	-4%	2%	-0.7	0.0	12%	-3%	-6	24	-3
CCN1CCN(CC(O)COc2ccc3c(C)cc(=O)oc3c2)CC1 (configuration not stated)	27%[57.1 µM]	11%	2.0	1.1	18%[57.1 µM]	-1%	-1	-1	-6
COc1ccccc1N(C)S(=O)(=O)c1ccc(C(=O)NCCc2ccc(F)cc2)cc1	3%	5%	-1.5	-0.6	27%	-28%	1	-24	-1
CCc1nnc(NC(=O)CN2CCN(Cc3ccc(F)cc3)CC2)s1	4%[57.1 µM]	-6%	-0.9	0.4	-5%[57.1 µM]	-5%	3	20	-5
Cc1ccc(C)c(NC(=O)c2cc(-c3cc(C)c(C)cc3O)n[nH]2)c1	-1%	-7%	nt	4.1	29%	-4%	5	nt	0
COc1ccc(CCn2c(=O)c3cccnc3n(CC(=O)Nc3c(C)cc(C)cc3C)c2=O)cc1OC	-3%	-18%	-0.1	-0.5	14%	-20%	20	nt	1
Cc1cc(/C=N/NC(N)=S)c(C)n1-c1cccc(Cl)c1	0%	-2%	-1.4	-0.6	0%	-18%	-4	-7	0

Printed as active in D2 antag, among the entries above:
structure | TrxR1 substrate | IDH1 R132H inh | TRHR ag | TrxR1 inh | USP1-UAF1 inh | TRHR PAM | D2 antag | PI4K2A block
COc1ccc(CC(=O)Nc2cc(S(=O)(=O)N3CCCCC3)ccc2C)cc1 | -2% | 4% | -0.2 | 8% | -19% | -13 | 31* | 1
O=C(NCC(c1cccnc1)N1CCOCC1)c1cccs1 (configuration not stated) | 7%[57.1 µM] | -1% | 0.6 | -20%[57.1 µM] | 5% | 5 | 34* | -3
